GLP1R cytotox = cytotoxicity in counter-screen for GLP-1R inverse agonists. Potency, µM (titrated, usually from 38.3 µM), without a hit: at the highest dose activity change, negative = inhibition, most hits filed as inhibitors. 410,000 tested, 0.13% active. HEK293 cAMP-luciferase reporter cells, luminescence, 24 h;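 also: loss of luciferase light is scored as toxicity; potency is read from the fitted curve at half-maximal effect; % is scaled to controls: 0 for no effect and ±100 for the full control effect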
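1536-well qHTS counterscreen of the MLSMR; 200 cells/uL, 12 h pre-incubation, 23 nL cpd, 24 h at 37 deg C 5% CO2, luciferase detection reagent, 12 min RT, luminescence. Inhibition = undesired.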
PTHR1 agonist = activates the human parathyroid hormone receptor PTHR1 | Q03431 | HEK293 GP2 PTHR1 cells, GloSensor cAMP luminescence, 1 h | Potency, µM (series often up to 115 µM), for the others: at the top dose activation, most hits filed as activators | 410,000 tested, 0.075% active; also: potency is read from the fitted curve at half-maximal effect; nearly all actives have a fitted effect of over 55% in size; some results filed as inactive show a strong effect at the top dose; inactives centre near -15; many of its hits are not listed in these tables
Target sequence (Q03431 whole entry, looked up): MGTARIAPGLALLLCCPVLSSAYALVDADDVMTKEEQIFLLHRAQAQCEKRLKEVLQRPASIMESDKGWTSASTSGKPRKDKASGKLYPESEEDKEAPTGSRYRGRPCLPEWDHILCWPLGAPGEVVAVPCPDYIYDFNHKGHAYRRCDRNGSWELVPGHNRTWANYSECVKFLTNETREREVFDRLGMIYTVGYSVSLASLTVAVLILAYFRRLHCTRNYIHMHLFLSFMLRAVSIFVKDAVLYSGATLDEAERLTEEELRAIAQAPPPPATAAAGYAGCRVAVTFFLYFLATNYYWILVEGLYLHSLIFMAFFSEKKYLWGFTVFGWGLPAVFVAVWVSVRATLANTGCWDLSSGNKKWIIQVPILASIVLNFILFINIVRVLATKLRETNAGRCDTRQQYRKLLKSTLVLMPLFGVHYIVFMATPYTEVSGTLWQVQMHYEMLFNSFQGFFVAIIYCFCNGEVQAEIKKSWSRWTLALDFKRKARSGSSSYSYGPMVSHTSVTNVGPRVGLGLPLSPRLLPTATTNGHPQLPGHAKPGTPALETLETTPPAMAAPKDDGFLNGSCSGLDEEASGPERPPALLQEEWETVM
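HEK-293-derived GP2 cells expressing PTHR1 and a GloSensor cAMP reporter, 3,000/well, plated overnight, given luciferin plus IBMX (each 0.5 mM as added) for 1 h at 37 °C, then compound for 1 h at 37 °C. Luminescence was read after 15 min at room temperature.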
GLP-1R inv ag = GLP-1 receptor (human) inverse agonism | P43220 | HEK293 GLP-1R CRE-luciferase, luminescence, 24 h; GLP-1R form is constitutively active | Potency, µM (titrated, usually from 38.3 µM), without a hit: at the highest dose activity change, negative = inhibition, hits mostly inhibitors | 410,000 tested, 1.6% active | AID 624417; also: potency is read from the fitted curve at half-maximal effect; % is scaled to controls: 0 for no effect and ±100 for the full control effect; nearly all actives have a fitted effect of over 55% in size
Target sequence (P43220 whole entry, looked up): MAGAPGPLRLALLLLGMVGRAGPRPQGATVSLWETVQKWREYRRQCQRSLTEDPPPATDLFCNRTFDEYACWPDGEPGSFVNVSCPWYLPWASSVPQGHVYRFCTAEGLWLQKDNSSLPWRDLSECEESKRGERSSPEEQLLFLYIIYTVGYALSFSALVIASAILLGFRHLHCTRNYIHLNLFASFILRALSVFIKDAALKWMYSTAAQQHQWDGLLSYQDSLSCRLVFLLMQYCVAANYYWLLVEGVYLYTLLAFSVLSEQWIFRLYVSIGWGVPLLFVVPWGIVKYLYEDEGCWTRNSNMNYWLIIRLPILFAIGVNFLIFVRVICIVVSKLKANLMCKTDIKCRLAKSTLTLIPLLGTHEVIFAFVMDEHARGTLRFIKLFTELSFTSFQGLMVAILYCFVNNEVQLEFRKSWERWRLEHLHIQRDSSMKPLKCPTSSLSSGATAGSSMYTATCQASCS
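qHTS in 1536-well format: reporter HEK293 cells expressing constitutive GLP-1R activity in DMEM + 10% Nu serum, 24 hr with compounds at 37 deg C, luminescence read after 12 min with detection reagent.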
Akt phos inh = inhibitors of Akt phosphorylation. Neuro2A IGF-stimulated pAkt S473 HTRF, 20 min; stronger effect = lower value. activity change, % for hits at 50 µM. 360,000 tested, 0.32% active; in the data active = activity change below about -80%; inconclusive = mostly about -51% to -80%; also: % is scaled to controls: 0 for no effect and ±100 for the full control effect
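Single-point screen (50 µM final compound) in Neuro2A cells stimulated 20 min with 6 nM IGF at 37 deg C. After lysis, Ser473-phosphorylated Akt read by HTRF (ex 330 nm, em 615/665 nm) as the 665/615 ratio.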
TDP43 rescue = inhibitors of TDP-43 toxicity in yeast; TDP-43 expressing yeast growth rescue, BacTiter-Glo, 24 h; Potency, µM (titrated, usually from 46.1 µM), for the others: at the top dose growth rescue (activation), most hits filed as activators; 410,000 tested, 1.8% active; also: potency is read from the fitted curve at half-maximal effect; % of control where 0% means no effect; nearly all actives have a fitted effect of over 50% in size
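Readout is BacTiter-Glo luminescence of cell growth, so inhibitors register as activators. TDP-43-expressing yeast at OD600=0.02 in galactose medium, after raffinose pregrowth to mid-log, were incubated with compound for 24 hr at 30 deg C.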
Abeta rescue = compounds reversing amyloid beta toxicity in yeast; yeast expressing A-beta42, growth rescue, OD600, 48 h; response scale: 0% DMSO, 100% iron-clioquinol control; Potency, µM (highest dose often 46.1 µM), inactives show top-dose growth rescue, most hits filed as activators; 410,000 tested, 0.063% active; also: potency is read from the fitted curve at half-maximal effect; nearly all actives have a fitted effect of over 55% in size
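Yeast growth medium received pinned compounds, then yeast cells expressing toxic A-beta were added; plates incubated at 30 C for 48 hr. Growth read as absorbance at 600 nm, normalized to DMSO and equimolar FeCl3 plus clioquinol controls.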
MmCpn inh = inhibitors of Methanococcus maripaludis chaperonin (MmCpn). purified Mm-Cpn ATPase, ADP Transcreener TR-FRET. Potency, µM (top dose mostly 76.9 µM), for the others: at the highest dose activity, negative = inhibition, most hits filed as inhibitors. 330,000 tested, 0.031% active. AID 504842; also: potency is read from the fitted curve at half-maximal effect; % is scaled to controls: 0 for no effect and ±100 for the full control effect; nearly all actives have a fitted effect of over 80% in size
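Inhibition of chaperonin ATP hydrolysis is measured as reduced ADP production, detected by competitive TR-FRET in which signal falls with ADP. Final enzyme 25 nM and ATP 10 uM, reacted 30 min at 37°C.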
aSyn yeast inh = alpha-synuclein toxicity inhibition in yeast. Yeast expressing alpha-synuclein, growth rescue, BacTiter-Glo, 24 h. Potency, µM (series often up to 46.1 µM), for inactives: at the top dose growth rescue (activation), usual class: activators. 370,000 tested, 0.14% active. AID 652106; also: potency is read from the fitted curve at half-maximal effect; % of control where 0% means no effect; nearly all actives have a fitted effect of over 65% in size
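Screening used galactose-induced yeast with toxic alpha-synuclein levels, exposed to compound for 24 hr at 30 deg C. Cell growth, read with BacTiter-Glo luminescence, gave the measured signal.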
FUS yeast rescue = FUS proteinopathy suppression in yeast | 390,000 tested, 0.24% active | AID 1347120 | Potency, µM (series often up to 76.6 µM), without a hit: at the highest dose growth rescue (activation), usual class: activators | S. cerevisiae FUS-expressing, growth rescue, OD600, 24 h;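 also: potency is read from the fitted curve at half-maximal effect; plate controls were DMSO vehicle for no effect and reference control for full effect; nearly all actives have a fitted effect of over 55% in size; some results filed as inactive show a strong effect at the top dose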
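Quantitative HTS measuring growth restoration of FUS-toxic yeast. Galactose-induced cells (OD 0.005) were exposed 24hr at 30C to compounds at several concentrations, then absorbance at 600 nm was recorded.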
Active calls of the source: *; i = inactive; ? = inconclusive; nt = not tested or not shown; & = joins results of further samples; [ ] = dose if it differs, or a comment. Unless noted, calls follow the shape of the dose curve; as a rule, active = well fitted curve in the direction sought with a large enough effect; inconclusive = small, poorly fitted or top-dose-only effect, or another doubt; inactive = no such curve, though single readings can be large; an effect the other way counts as inactive or inconclusive.

Each structure is followed by: PTHR1 agonist	TDP43 rescue	aSyn yeast inh	FUS yeast rescue	Abeta rescue	Akt phos inh	MmCpn inh	GLP1R cytotox	GLP-1R inv ag
- Cc1[nH][nH]c(=O)c1C=NCc1cccs1
    -12.7%	13.0%	0.8%	0.2%	7.7%	i	0.1%	0.0%	15.9%
- Cc1cccc(NC(=O)Nc2cccc(C#N)c2)n1
    -69.8%[inhibitor]	17.8%	7.2%	26.6%	?	i	-0.3%	-23.3%	11.5%
- O=C(Nc1nnc(C2CC2)s1)C1Cc2ccccc2CN1S(=O)(=O)c1cccs1 (configuration not stated)
    i	1.8%	-2.7%	30.8%	-2.9%	i	-2.4%	?	-25.3%
- Cc1ccc(Cn2cnc3sc4c(c3c2=O)CCC4)c(C)c1
    -20.3%[57.5 µM]	-16.8%	-0.1%	6.7%	-3.3%	i	-0.6%	0.3%	-8.6%
- CCOc1cccc2c1OC1(C)CC2NC(=O)N1c1ccc(OC)cc1 (configuration not stated)
    i	3.5%	-0.6%	-8.9%	8.6%	i	0.5%	0.8%	11.0%
- CCOCCCNC(=O)c1cn(CC(C)C)c(=O)c2c1c1ccccc1n2C
    -9.3%&-22.8%	-8.5%&20.9%	-10.3%	-13.0%&22.0%	-11.2%&-7.9%	i	1.8%	-6.2%&-0.4%	6.4%&5.4%
- Clc1ccc2nc(SCc3nnc(-c4ccccc4)o3)[nH]c2c1
    i	25.5%	0.2%	nt	9.5%	i	-1.0%	-13.2%	-0.5%
- CCCCSCCCNC(=O)CN1C(=O)COc2ccc(S(=O)(=O)N3CCCC3)cc21
    i	8.9%	nt	-5.4%	0.7%	nt	nt	-3.1%	?
- CC(O)(c1cccnc1)c1nc(-c2cccc(C(F)(F)F)c2)cs1 (configuration not stated)
    -11.3%	16.5%	10.6%	9.7%	-8.0%	i	nt	0.9%	-10.3%
- Cn1c(-c2ccc(-c3ccccc3)cc2)c[nH]c1=S
    i	?	-2.2%	20.5%	11.8%	i	-2.5%	?	?

(list continues)
Each structure is followed by: PTHR1 agonist	TDP43 rescue	aSyn yeast inh	FUS yeast rescue	Abeta rescue	Akt phos inh	MmCpn inh	GLP1R cytotox	GLP-1R inv ag
- Cc1ccc(NC(=O)c2oc3ccccc3c2C)c([N+](=O)[O-])c1
    i	-16.9%[9.22 µM]	13.5%	3.9%	-16.8%	i	0.6%	-4.7%	13.1%
- COc1ccccc1OCc1nnc(SCC(=O)NCc2ccco2)n1Cc1ccco1
    -6.2%	12.7%	-0.6%	nt	-15.3%	i	0.0%	-7.9%	-0.5%
- O=c1c2cccnc2n(Cc2cccc(F)c2)c(=O)n1Cc1ccc(F)cc1
    4.7%	16.6%	nt	29.4%	-27.2%	nt	nt	21.0%	?
- Cc1cccc(-n2c(-c3ccco3)n[nH]c2=S)c1
    i	13.1%	-0.1%	5.2%	5.0%	i	-26.3%	-10.2%	26.9%
- Nc1nc(Nc2ccccc2Cl)cc(=O)[nH]1
    i	-12.7%	-2.4%	33.5%	-10.7%	i	?	9.7%	28.2%
- CCOC(=O)c1cc(OC(=O)c2ccccc2Cl)n(-c2ccccc2)n1
    -57.0%[inhibitor]	-2.2%	-24.2%	12.1%	-21.0%	nt	nt	-8.7%	-5.0%
- COc1cc(C(=O)N2CCc3ccccc32)cc(OC)c1OC
    i	9.2%	0.2%	2.8%	11.5%	i	-1.3%	-3.7%	-27.0%
- COc1ccc(-c2c(C#N)c(SCC(=O)Nc3ccccc3C)nc(C)c2C(=O)Nc2ccccc2)cc1OC
    i	-5.9%	nt	?	-17.7%	nt	nt	6.6%	9.1%
- CC(C)(C)NC(=O)Cn1nnc(-c2ccccc2NC(=O)c2ccco2)n1
    -7.7%	9.6%	-0.3%	-3.9%	8.6%	i	nt	-9.2%	2.3%
- O=C(CSc1nc2scc(-c3ccco3)c2c(=O)n1-c1ccccc1)NCC1CCCO1 (configuration not stated)
    i	23.9%	nt	?	15.5%	nt	-6.8%	-11.7%	3.2%

Filtered by structure: the entries above containing fluorine (2)
Each structure is followed by: PTHR1 agonist	TDP43 rescue	aSyn yeast inh	FUS yeast rescue	Abeta rescue	Akt phos inh	MmCpn inh	GLP1R cytotox	GLP-1R inv ag
- CC(O)(c1cccnc1)c1nc(-c2cccc(C(F)(F)F)c2)cs1 (configuration not stated)
    -11.3%	16.5%	10.6%	9.7%	-8.0%	i	nt	0.9%	-10.3%
- O=c1c2cccnc2n(Cc2cccc(F)c2)c(=O)n1Cc1ccc(F)cc1
    4.7%	16.6%	nt	29.4%	-27.2%	nt	nt	21.0%	?

(further entries)
Each structure is followed by: PTHR1 agonist	TDP43 rescue	aSyn yeast inh	FUS yeast rescue	Abeta rescue	Akt phos inh	MmCpn inh	GLP1R cytotox	GLP-1R inv ag
- COc1ccc(CCNC(=O)C2(C)CCC(=O)N2Cc2ccc3c(c2)OCO3)cc1OC (configuration not stated)
    -9.2%	24.5%	3.9%	-22.2%	25.5%	i	-0.2%	2.6%	5.5%
- CCC1=C(OC(=O)N(CC)CC)N2C(=O)OC(=NCc3ccccc3)[C@]2(C)[C@H]2C1=CC[C@H]1C(=O)NC(=O)[C@H]12
    -10.9%	2.1%	-1.1%	23.4%	5.4%	i	-1.8%	21.3%	-2.6%
- COc1ccccc1C1NC(=O)NC(C)=C1C(=O)OC1CCC(C)CC1 (configuration not stated)
    -6.6%	-8.0%	0.9%	0.5%	-11.1%	i	0.2%	6.6%	-2.6%
- COc1ccc2cc(C3CC(c4cccs4)=NN3S(C)(=O)=O)c(Cl)nc2c1 (configuration not stated)
    i	?	2.3%	29.3%	28.3%	i	-13.8%	-34.7%	-20.9%
- CCOC(=O)c1c(C)[nH]c(C(C)=NNC(=O)c2cccs2)c1C
    -12.9%	28.4%	-7.3%	nt	7.1%	i	-1.1%	10.0%	2.9%
- Cc1ccc(CNC(=O)c2nn(C)c(C)c2[N+](=O)[O-])cc1
    -17.0%	-9.7%	-6.0%	nt	-20.5%	i	0.5%	-4.3%	11.6%
- Cc1[nH]n(C(N)=S)c(=O)c1N=Nc1ccc(Cl)cc1Cl
    -27.7%	?	-26.8%	-19.6%	?	i	-0.4%	?	-8.4%
- COc1cc(CN2CCC(C(=O)N3CCN(c4ccccc4F)CC3)CC2)ccc1O
    -7.7%	22.0%	-4.1%	-6.1%	-15.7%	i	0.8%	-20.0%	0.1%
- COc1ccc(/C=N/NC(=O)c2cnccn2)c(OC)c1OC
    -27.1%	-2.3%	-7.2%	7.1%	3.4%	i	-3.8%	0.8%	8.4%
- COc1ccc(OC)c(N2C(=NC(=O)C3CCCCC3)SC3CS(=O)(=O)CC32)c1 (configuration not stated)
    i	10.5%	5.5%	20.4%	6.2%	i	1.6%	-9.4%	15.8%

Further records follow:
Each structure is followed by: PTHR1 agonist	TDP43 rescue	aSyn yeast inh	FUS yeast rescue	Abeta rescue	Akt phos inh	MmCpn inh	GLP1R cytotox	GLP-1R inv ag
- CCOc1ccc(C(=O)NNC(=O)CCNC(=O)c2ccco2)cc1OC
    i	-14.6%	0.4%	-10.0%	0.7%	i	0.7%	-6.1%	-1.0%
- CCn1c(SCC(=O)Nc2nccs2)nnc1-c1cccnc1
    i	13.1%	?	30.6%	14.5%	i	-25.7%	1.1%	1.0%
- Cc1cc(=O)c(C(=O)O)nn1-c1ccccc1[N+](=O)[O-]
    i	5.9%	0.9%	-18.2%	-8.0%	i	-0.3%	-14.6%	-3.7%
- Cn1c(=O)c2c(nc(SC3C(=O)CC(C)(C)CC3=O)n2C)n(C)c1=O
    -6.7%[57.5 µM]	-7.0%	-2.9%	-7.2%	13.1%	i	1.2%	-16.6%	-1.7%
- [O-][n+]1cccc2cccc(O)c21
    i	-10.3%	0.7%	-26.8%	19.3%	i	nt	-15.1%	5.0%
- COc1ccc(OC)c(S(=O)(=O)NCCc2csc(-c3cccc(F)c3)n2)c1
    -96.9%[inhibitor]	?	nt	?	-23.0%	nt	nt	-0.5%	?
- CC1CC2C3CCC4=CC(=O)C=CC4(C)[C@@]3(Cl)C(O)CC2(C)C1(O)C(=O)CO (some centres not stated)
    -29.8%	0.0%	2.0%	-19.3%	6.5%	i	nt	5.3%	-17.0%
- COc1ccc(-n2c(-c3ccc(C)cc3)n[nH]c2=S)cc1
    i	?	1.5%	nt	36.2%	i	-2.7%	-9.8%	37.7%[activator]
- COCOCCn1cc(CN2CCS(=O)(=O)N(Cc3ccc(-c4cccc(CO)c4)cc3)C(C(C)C)C2=O)nn1 (configuration not stated)
    -20.4%	7.7%	-7.0%	25.9%	-9.7%	i	nt	3.8%	16.7%
- COc1ccc(CN2C(=O)c3ccccc3C2c2nnnn2-c2c(C)cccc2C)cc1OC (configuration not stated)
    11.5%	26.5%	3.9%	?	-16.9%	i	nt	4.3%	27.2%
- COc1cccc(/C=C/C(=O)OCC(=O)Nc2cccc(S(=O)(=O)N3CCCCC3)c2)c1OC
    -18.0%	13.5%	2.1%	10.7%	8.9%	i	-4.9%	18.0%	-30.0%
- COc1ccc(-c2noc(CN(C)S(=O)(=O)c3ccccc3)n2)cc1OC
    -26.3%	21.8%	3.6%	-0.4%	18.0%	i	nt	4.3%	4.6%
- Cn1cc(-c2ccc(C(=O)Nc3cccc(Oc4ccccc4)c3)c3occc23)cn1
    -31.5%[inhibitor]	0.0%	-0.8%	1.5%	22.9%	i	nt	2.8%	15.2%

The list is partial, so the mix of outcomes need not match the whole.
